# Source: PubChem
# PglD inh: C. jejuni PglD acetyltransferase inhibitors, primary screen, biochemical, DTNB colorimetric, single point | UDP-N-acetylbacillosamine N-acetyltransferase PglD (Campylobacter jejuni) | purified PglD enzyme, DTNB colorimetric CoA detection | inhibition, % at 12.5 µM | actives 0.098% (n = 360,000) | AID 602405, 2012; in the data active = inhibition above about 16%, passing the limit was not always enough; inconclusive = no clear call, values can overlap the other calls; also: strong numbers were not always called active
# ERAP1 inh: human ERAP1 aminopeptidase inhibitors, primary screen, biochemical, single point, plate reader; recombinant ERAP1, Leu-AMC fluorescence, 60 min; actives 0.15% (n = 340,000); inhibition, % at 10.7 µM; AID 652197, 2013;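 active = mean replicate inhibition of at least 30%, or all replicates individually reaching that 30% level; inactive = mean below 30% and not every replicate reaching it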;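 also: 0% = neutral control wells and 100% = L-leucinethiol positive control wells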
# Target sequence (Q9NZ08 whole entry, looked up): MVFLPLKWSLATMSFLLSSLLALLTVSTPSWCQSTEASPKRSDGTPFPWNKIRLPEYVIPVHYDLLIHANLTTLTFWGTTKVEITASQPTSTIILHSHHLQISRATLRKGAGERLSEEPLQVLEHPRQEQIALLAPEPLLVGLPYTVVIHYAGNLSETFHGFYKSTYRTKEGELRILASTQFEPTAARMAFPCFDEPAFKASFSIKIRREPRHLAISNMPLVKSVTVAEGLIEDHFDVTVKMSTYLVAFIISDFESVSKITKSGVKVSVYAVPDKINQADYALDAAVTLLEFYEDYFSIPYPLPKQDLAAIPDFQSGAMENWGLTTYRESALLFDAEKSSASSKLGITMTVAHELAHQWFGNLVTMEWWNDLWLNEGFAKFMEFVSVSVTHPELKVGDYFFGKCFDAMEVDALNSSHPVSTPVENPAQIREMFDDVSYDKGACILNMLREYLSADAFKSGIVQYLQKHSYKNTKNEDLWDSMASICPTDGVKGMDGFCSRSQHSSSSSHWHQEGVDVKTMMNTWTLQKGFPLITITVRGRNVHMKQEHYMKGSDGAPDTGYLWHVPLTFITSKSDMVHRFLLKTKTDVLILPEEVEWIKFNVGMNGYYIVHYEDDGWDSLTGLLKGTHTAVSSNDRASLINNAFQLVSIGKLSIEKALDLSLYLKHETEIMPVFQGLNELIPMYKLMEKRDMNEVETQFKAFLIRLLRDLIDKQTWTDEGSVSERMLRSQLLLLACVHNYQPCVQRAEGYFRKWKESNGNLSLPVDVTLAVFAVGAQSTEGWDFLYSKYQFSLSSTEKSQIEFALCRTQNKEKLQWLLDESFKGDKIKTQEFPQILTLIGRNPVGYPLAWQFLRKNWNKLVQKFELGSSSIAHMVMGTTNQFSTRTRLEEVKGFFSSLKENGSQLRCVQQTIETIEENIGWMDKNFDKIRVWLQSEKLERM
# E-sel inducer: E-selectin induction in HUVECs, primary screen, imaging, HUVEC, immunofluorescence imaging, single point; actives 0.37% (n = 260,000); activation, % at 7.58 µM; normalized: neutral wells 0, TNF-alpha wells 100; P16581;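 active = mean E-selectin-positive cell signal at least 10% of the positive control, reached in at least 60% of replicates, without over 20% cell loss; inconclusive = no rule given, readout overlaps actives, possibly toxicity-flagged; inactive = the rest, including those meeting only one limit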;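 also: in these data hits start at about 27%; measured in HUVEC primary endothelial cells; signal is the percent of cells scored E-selectin positive by PE staining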
#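 Test system: HUVEC | Signal: Immunofluorescence imaging | Read-out: Percent E-selectin-positive cells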
# PGC1a acetyl inh: inhibitors of PGC1a acetylation signal, primary screen, cell-based, U2OS, AlphaScreen, inhibitor mode | actives 0.17% (n = 350,000) | AlphaScreen anti-acetyl-lysine; with virally co-expressed GCN5 acetyltransferase | inhibition, % at 15.6 µM | AID 651687, 2012;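 active = every replicate shows inhibition of at least 40%; inconclusive = mean inhibition at least 40% but some replicate below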;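 also: 0% = neutral control wells and 100% = positive control wells; some results beyond the cut were filed as inactive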
# miR122 inh: miR-122 Renilla sensor signal increase in Huh7, primary screen, miR-122 inhibitor project, cell-based, single point, plate reader. activation (reporter increase), % at 12.5 µM. Huh7 miR-122 Renilla luciferase sensor, 48 h; neutral wells = 0, positive control = 100. actives 0.3% (n = 340,000). AID 602342, 2012;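 active = mean replicate activation score at least 90 and every replicate individually at or above 90; inconclusive = only one of the two criteria met; inactive = neither criterion met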;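 also: higher luciferase means less miR-122 activity so hits act as miR-122 inhibitors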
# RAD52 inh: RAD52 DNA annealing inhibitors, primary screen, biochemical, FRET, single point, set 2. recombinant RAD52 DNA annealing, FRET fluorescence. DNA repair protein RAD52 homolog (Homo sapiens), P43351. actives 0.46% (n = 360,000). inhibition, % at 18.7 µM;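 active = every replicate showing at least 50% inhibition; inconclusive = mean inhibition at least 50% but not in every replicate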
# RAD54 branch: inhibitors of human RAD54 branch migration, primary screen, biochemical, fluorescence, single point; DNA repair and recombination protein RAD54-like (Homo sapiens), Q92698; RAD54 Holliday junction branch migration, FAM/BHQ fluorescence; inhibition, % at 10.4 µM; actives 0.14% (n = 360,000); AID 602329, 2012;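 active = mean normalized replicate activity at least 40 and at least half of replicates scoring 40 or more; inconclusive = only one of the two criteria met; inactive = mean below 40 and under half of replicates reaching 40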;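 also: 0% = median of neutral control wells and 100% = median of positive control wells; inhibitors cause a drop in the FAM fluorescence signal; in these data hits start at about 50%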
# Cneo AK release: Cryptococcus neoformans cell lysis inducers, primary screen, AK release luminescence, single concentration. lysis activity, % at 15 µM. C. neoformans lysis, adenylate kinase release luminescence, 4 h; normalised: neutral wells 0, clomiphene wells 100. actives 0.2% (n = 360,000). AID 651654, 2012;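 active = mean lysis activity across replicates of at least 80%, whatever share of replicates individually reach that level; inactive = mean lysis activity below 80%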
#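 read-out = cell lysis signal | test system = log-phase Cryptococcus neoformans yeast cells | input = cells at 5 × 10^6 per mL | medium = fresh YPD growth medium | signal = luminescent adenylate kinase detection reagent | timing = 4 h at 37 °C static, read 1 h later | dosing = single dose | controls = Clomiphene as positive lysis control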
# Numbers without * were called inactive; ? = inconclusive; nt = no result given; [ ] = dose if it differs, or a comment.
SMILES,PglD inh,ERAP1 inh,E-sel inducer,PGC1a acetyl inh,miR122 inh,RAD52 inh,RAD54 branch,Cneo AK release
COC(C(=O)Nc1ccnn1C1CCN(Cc2nccs2)CC1)c1ccccc1 (configuration not stated),0,-5,-0.1,-1,nt,-9,1,2
COc1ccccc1C#Cc1cnc2c(c1)C(=O)N([C@@H](C)CO)C[C@H](C)[C@@H](CN(C)S(=O)(=O)c1cn(C)cn1)O2,-3,1,-0.1,1,-18[16.7 µM],6,-1,-7
CCOc1ccc(C(=O)N(CC(=O)Nc2cccc(C)c2C)CC2CCCO2)cc1OC (configuration not stated),nt,2,-1.8,8,nt,-4,nt,nt
C=CCOC(=O)C1=C[C@H](C2CCCCC2)[C@@H](CCCO)[C@H](OCC)O1,-3,3,-0.2,nt,-5,-4,-14,-1
CC(C)N(Cc1ccccc1)C(=S)Nc1ccc(OC(F)F)cc1,0,nt,nt,-15,-3,nt,6,11
Nc1ncc(C(=O)O)c(-c2ccccc2)n1,7,3,nt,-3,-7,3,-2,4
C[C@@H]1CN([C@@H](C)CO)S(=O)(=O)c2ccc(C#CCN(C)C)cc2O[C@@H]1CN(C)Cc1ccccc1,-1,1,0.3,-13,8[16.7 µM],-8,-1,9
O=C(CN1C(=O)c2ccccc2C1=O)NC1CCCCCC1,-10,2,nt,nt,nt,-12,4,1
Cc1noc(C)c1NC(=O)Nc1ccc2c(c1)C(=O)N([C@@H](C)CO)C[C@@H](C)[C@H](CN(C)S(=O)(=O)c1ccc(Cl)cc1)O2,4,1,2.2,-6,40[16.7 µM],7,17,6
Oc1c(Cl)cc(Cl)cc1C=Nc1ccc(Br)cc1,2,0,nt,nt,nt,-19,-9,-5
COCCCn1c(SCC(=O)NC2CCCC2)nnc1-c1cccs1,nt,5,nt,8,-2,-13,nt,nt
O=C(CC1CC1)N1CC(=O)N2[C@H](CO)[C@@H](c3ccc(-c4cccnc4)cc3)[C@@H]2C1,nt,2,-0.8,14,nt,-14,nt,nt
Cc1ccc(C(=O)N2CCc3ccccc32)cc1C,0,-3,nt,-19,12,-11,-1,3
COc1ccc(-n2c(Cc3cccn3C)nnc2SCC(=O)Nc2ccccc2C)cc1,-4,nt,-0.2,-1,3,-85,-7,1
COc1ccc2[nH]c3c(NCCN4CCCCC4)ncnc3c2c1,1,nt,nt,7,-3,nt,48,1
Brc1nc(-c2ccccc2)nc(-c2ccccc2)c1Br,-6,2,-0.2,10,-5,-5,-3,3
COc1ccc(C(CNC(=O)c2ccc(N3CCCC3=O)cc2)N2CCCC2)cc1 (configuration not stated),6,3,1.1,10,-5,-64,-8,1
CC(=O)c1ccc(S(=O)(=O)Nc2ccc(S(=O)(=O)N3CCCCC3)cc2)cc1,3,6,-0.1,nt,nt,-3,14,4
Cc1ccc(OCCn2ncc3ccccc3c2=O)c(C)c1,-5,-2,-0.2,nt,-5,-5,-5,-2
O=C(Nc1ccccn1)c1ccc(C(=O)c2ccccc2)cc1,-1,-4,nt,8,-5,-9,-1,-4
CCOc1ccc(C(=O)N2CCC3(CC2)NCCc2[nH]cnc23)cc1OCC,0,1,nt,-25,1,-2,-11,0
O=C(c1cc([N+](=O)[O-])ccc1N1CCOCC1)N1CCN(c2ccc([N+](=O)[O-])cc2)CC1,-4,12,0.0,nt,nt,-15,4,2
O=[N+]([O-])c1ccc(N2CCN(Cc3ccncc3)CC2)cc1,0,5,nt,-10,7,1,-3,6
O=C(CCCCCN1C(=O)CCC1=O)Nc1ncn[nH]1,0,nt,nt,-11,3,nt,-1,1
CO[C@H]1CN(C)C(=O)c2cc(NS(C)(=O)=O)ccc2OC[C@@H](C)N(CC2CCCCC2)C[C@@H]1C,-1,1,0.2,-12,-15[16.7 µM],2,-7,-2

# More compounds.
SMILES,PglD inh,ERAP1 inh,E-sel inducer,PGC1a acetyl inh,miR122 inh,RAD52 inh,RAD54 branch,Cneo AK release
CCOC(=O)C1CCCN(C(=O)/C(=C/c2ccco2)NC(=O)c2ccccc2)C1 (configuration not stated),-1,-4,?,7,0,-37,-13,3
Cc1cccn2c(=O)c(C=Nc3ccccc3)c(NCCO)nc12,1,-6,nt,-11,-3,-17,2,0
Nc1ccc(-n2c(N)c(C(=O)NCc3ccc4c(c3)OCO4)c3nc4ccccc4nc32)cc1,0,1,nt,-5,-13,-22,0,0
COc1ccc(/C=C/C(=O)N[C@@H](C)C(=O)O)cc1,4,nt,nt,-6,1,nt,-13,2
CCOC(=O)C(CC)n1cnc2c(cnn2-c2ccc(Cl)cc2)c1=O (configuration not stated),-9,nt,nt,0,-2,nt,6,-15
Cn1c(SCC(=O)N2CCN(S(=O)(=O)c3ccccc3)CC2)nc2ccccc21,nt,-1,nt,0,-4,-12,nt,nt
C/C=C/c1cccc(-c2nc(C(=O)NCc3ccncc3)cc3c2[C@@H](CCO)N([S@](=O)C(C)(C)C)C3)c1,nt,-1,0.3,6,nt,-14,nt,nt
N#Cc1c(NCCO)ccc([N+](=O)[O-])c1NCCO,-13,9,-0.2,5,-4,-9,0,-1
COc1ccc(C(=O)CSc2ccc(-c3ccco3)nn2)cc1,0,nt,nt,4,1,nt,-10,6
CCCc1c(O)nc(SCC(=O)N2CCCCC2)[nH]c1=O,-7,-1,-0.1,-8,6,2,-12,-4
Cc1ccc(C)c(S(=O)(=O)N2CCN(C(=O)c3n[nH]c(=O)c4ccccc34)CC2)c1,-2,0,5.2,nt,nt,-8,7,-1
COc1cccc(CNC(=O)C[C@H]2CC[C@@H]3[C@H](COc4ccc(NC(=O)c5cccs5)cc4C(=O)N3C)O2)c1,3,4,0.4,-1,2[16.7 µM],12,-4,0
C[C@@H](NC(=O)C[C@@H]1C[C@H]2c3cc(NC(=O)C4CCOCC4)ccc3O[C@H]2[C@@H](CO)O1)c1ccccc1,3,-2,-0.1,-1,4[16.7 µM],1,1,-12
CC(C)OCCCNc1nc2c([nH]1)c(=O)n(C)c(=O)n2C,-3,nt,nt,3,7,nt,1,7
CS(=O)(=O)Nc1ccc2c(c1)[C@H]1C[C@@H](CC(=O)NCc3cc(F)ccc3F)O[C@@H](CO)[C@H]1O2,3,-2,0.5,5,-1[16.7 µM],-7,-5,0
CO[C@@H]1CN(C)C(=O)c2cc(NC(=O)c3cc(C)on3)ccc2OC[C@@H](C)NC[C@@H]1C,-2,nt,-0.1,12,nt,2,1,-1
C[C@@H]1CCCCO[C@@H](CN(C)C(=O)CCC(F)(F)F)[C@@H](C)CN([C@H](C)CO)C(=O)c2cc(NS(=O)(=O)c3ccccc3)ccc2O1,-1,4,0.1,2,2[16.7 µM],4,-3,6
C[C@@H]1CN([C@@H](C)CO)S(=O)(=O)c2ccc(C#Cc3ccccn3)cc2O[C@@H]1CN(C)Cc1ccccc1,-4,2,-0.2,-20,2[16.7 µM],-118,3,0
CCN(c1ccccc1)S(=O)(=O)c1cccc(C(=O)NCC(c2ccc(OC)cc2)N2CCCCC2)c1 (configuration not stated),3,-1,-0.2,-20,-2,15,-5,1
Cc1noc(C)c1-c1ccc(C(=O)Nc2cccc(NS(C)(=O)=O)c2)c2occc12,-6,0,-0.2,-20,-1,1,-15,0
Cc1cc(CN2CCCCC2C(=O)Nc2ccc(Oc3cccnc3)cc2)oc1C (configuration not stated),-4,1,0.2,nt,nt,-18,-33,7
Cc1ccc(-c2nc3ccccc3[nH]c2=O)cc1,2,-3,8.1,3,nt,3,-4,0
COc1ccccc1C(C)NCC(=O)NCc1ccc(C)cc1 (configuration not stated),-3,0,-1.8,nt,nt,-13,-8,3
O=C(OCc1nc(-c2ccccc2)oc1COC(=O)c1ccco1)c1ccco1,0,2,nt,?,nt,-22,-13,6
COc1cccc(-c2ccc3c(c2)[C@@H]2[C@@H](CCN2C(=O)c2cccc(F)c2)[C@H](CO)N3)c1,3,3,0.0,-10,-8[16.7 µM],11,-5,17

# Next section
SMILES,PglD inh,ERAP1 inh,E-sel inducer,PGC1a acetyl inh,miR122 inh,RAD52 inh,RAD54 branch,Cneo AK release
C[C@H](CO)N1C[C@H](C)[C@@H](CN(C)C)Oc2ncc(-c3ccccc3)cc2C1=O,-2,-2,1.2,4,6[16.7 µM],12,0,-2
CC(CN1CCN(Cc2ccccc2)CC1)OC(=O)c1ccco1 (configuration not stated),nt,-4,1.8,8,4,-19,nt,nt
CC(=O)c1cc2c(C)cc(=O)oc2cc1O,-3,-2,nt,17,-7,-21,2,-1
CCC(=O)N(C)C[C@@H]1Oc2cc(C#Cc3ccncc3)ccc2S(=O)(=O)N([C@@H](C)CO)C[C@@H]1C,2,3,0.0,3,1[16.7 µM],-16,-3,2
C[C@@H]1CN([C@H](C)CO)S(=O)(=O)c2ccc(-c3ccccc3)cc2O[C@@H]1CN(C)C(=O)CN(C)C,3,2,0.6,3,-4[16.7 µM],30,8,-14
Cc1c(NC(=O)OC(C)C)sc(=S)n1C,8,-1,nt,-8,nt,-3,-1,0
COCCC(=O)N1CCC(Oc2ccc(C(=O)NCCC3=CCCCC3)cc2)CC1,-1,-6,nt,2,4,-5,-3,5
O=c1[nH]n(-c2ccccc2Cl)c(=O)c2ccccc12,3,0,0.5,33,-2,5,-15,6
O=C(NNC(=O)c1c(O)c2ccccc2[nH]c1=O)c1ccccc1,2,-7,nt,nt,nt,-8,-2,3
COc1ccc(CN(C)C[C@@H]2OCCCC[C@@H](C)Oc3ccc(NC(=O)Nc4ccc5c(c4)OCO5)cc3C(=O)N([C@H](C)CO)C[C@H]2C)cc1,0,-3,-0.2,-9,7[16.7 µM],55*,-4,0
COc1ccc(C(=O)N2CCN(c3ccccc3)CC2)cc1S(=O)(=O)N1CCOCC1,-8,-2,7.0,7,3,-7,0,0
COc1ccc(OCc2cc(C(=O)N3CCN(CC4CC4)CC3)no2)c(Cl)c1,0,4,nt,nt,-1,-16,-10,-1

# Exported as tab-separated lines: six of the compounds above
structure	PglD inh	ERAP1 inh	E-sel inducer	PGC1a acetyl inh	miR122 inh	RAD52 inh	RAD54 branch	Cneo AK release
COCCC(=O)N1CCC(Oc2ccc(C(=O)NCCC3=CCCCC3)cc2)CC1	-1	-6	nt	2	4	-5	-3	5
COc1ccc(OCc2cc(C(=O)N3CCN(CC4CC4)CC3)no2)c(Cl)c1	0	4	nt	nt	-1	-16	-10	-1
CC(CN1CCN(Cc2ccccc2)CC1)OC(=O)c1ccco1 (configuration not stated)	nt	-4	1.8	8	4	-19	nt	nt
C[C@H](CO)N1C[C@H](C)[C@@H](CN(C)C)Oc2ncc(-c3ccccc3)cc2C1=O	-2	-2	1.2	4	6[16.7 µM]	12	0	-2
O=c1[nH]n(-c2ccccc2Cl)c(=O)c2ccccc12	3	0	0.5	33	-2	5	-15	6
CCC(=O)N(C)C[C@@H]1Oc2cc(C#Cc3ccncc3)ccc2S(=O)(=O)N([C@@H](C)CO)C[C@@H]1C	2	3	0.0	3	1[16.7 µM]	-16	-3	2
